Source: PubChem BioAssay (The Scripps Research Institute Molecular Screening Center)
LYPLA2 counter: LYPLA2 inhibitors, primary screen, counter-screen for PME1 inhibitor project, biochemical, fluorescence polarization, FP-Rh probe ABPP | 320,000 tested, 0.38% active | inhibition, % at 5.9 µM | Acyl-protein thioesterase 2 (Homo sapiens), O95372 | recombinant LYPLA2 | AID 2177, 2009;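 active = inhibition above the screen-wide mean plus 3 SD, limit set per campaign, cut at about 26% in these data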;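 also: 0% = LYPLA2 with DMSO and 100% = wells lacking LYPLA2 enzyme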
LYPLA1 counter: LYPLA1 inhibitors, primary screen, counter-screen for PME1 inhibitor project, biochemical, fluorescence polarization, FP-Rh probe ABPP; Acyl-protein thioesterase 1 (Homo sapiens), O75608; recombinant LYPLA1; inhibition, % at 5.9 µM; 320,000 tested, 0.16% active; AID 2174, 2009;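 active = inhibition above the mean of all tested compounds plus 3 SD, set per campaign, cut at about 14% in these data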;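 also: inhibitors block serine hydrolase probe labeling of LYPLA1 so polarization falls; 0% = enzyme with DMSO and 100% = wells lacking LYPLA1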
PAFAH1B2 inh: PAFAH1B2 enzyme inhibitors, primary screen, biochemical, fluorescence polarization, human | inhibition, % at 3.39 µM | 340,000 tested, 1.2% active | recombinant PAFAH1B2, FP-rhodamine activity probe;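 active = inhibition above the mean of all tested compounds plus 3 SD, cut at about 24% in these data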;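 also: 0% = enzyme with DMSO and 100% = wells lacking PAFAH1B2; many of its hits are not listed in these tables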
Target sequence (P68402 whole entry, looked up): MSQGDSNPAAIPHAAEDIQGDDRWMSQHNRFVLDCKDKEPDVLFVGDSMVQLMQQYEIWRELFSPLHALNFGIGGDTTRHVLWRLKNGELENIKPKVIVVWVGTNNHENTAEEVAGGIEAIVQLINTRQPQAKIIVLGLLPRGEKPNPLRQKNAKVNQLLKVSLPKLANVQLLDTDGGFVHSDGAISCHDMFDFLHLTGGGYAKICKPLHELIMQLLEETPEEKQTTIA
ZTA DNA inh: counter-screen for EBNA-1 inhibitors: inhibitors of Epstein-Barr virus ZTA | inhibition, % at 11 µM | P03206 | AID 2234 | ZTA-DNA binding, fluorescence polarization | 320,000 tested, 0.15% active; in the data active = inhibition above about 33%
EBNA-1 inhibitor: EBNA-1 DNA-binding inhibitors, primary screen, biochemical, fluorescence polarization. inhibition, % at 14.8 µM. 300,000 tested, 0.34% active. AID 1950, 2009; in the data active = inhibition above about 28%
PREPL inhibitor: PREPL enzyme inhibitors, primary screen, biochemical, fluorescence polarization. Prolyl endopeptidase-like (Homo sapiens), Q4J6C6. recombinant PREPL, fluorescence polarization activity-based probe. 320,000 tested, 0.68% active. AID 2751, 2010. inhibition, % at 5.96 µM; in the data active = inhibition above about 43%;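 also: 0% = enzyme with DMSO and 100% = wells lacking enzyme; many of its hits are not listed in these tables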
PAFAH1B3 FP inh: PAFAH1B3 enzyme inhibitors, primary screen, biochemical, fluorescence polarization, human; Platelet-activating factor acetylhydrolase IB subunit alpha1 (Homo sapiens), Q15102; recombinant PAFAH1B3, FP-rhodamine probe; inhibition, % at 3.39 µM; 340,000 tested, 0.28% active; AID 492972, 2010;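 active = inhibition above the screen-wide average of all tested compounds plus 3 SD, cut at about 25% in these data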;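 also: 0% = enzyme with DMSO only and 100% = wells lacking PAFAH1B3 protein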
pPAFAH inh: pPAFAH enzyme inhibitors, primary screen, biochemical, fluorescence polarization, human | 330,000 tested, 1.5% active | inhibition, % at 3.39 µM | Platelet-activating factor acetylhydrolase (Homo sapiens), Q13093 | recombinant pPAFAH, FP-rhodamine probe fluorescence polarization | AID 463082, 2010;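 active = inhibition above the mean inhibition across the screen plus 3 SD, cut at about 25% in these data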;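 also: inhibitors block binding of the rhodamine activity-based probe so polarization drops; 0% = enzyme with DMSO and 100% = wells lacking pPAFAH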
Target sequence (Q13093 whole entry, looked up): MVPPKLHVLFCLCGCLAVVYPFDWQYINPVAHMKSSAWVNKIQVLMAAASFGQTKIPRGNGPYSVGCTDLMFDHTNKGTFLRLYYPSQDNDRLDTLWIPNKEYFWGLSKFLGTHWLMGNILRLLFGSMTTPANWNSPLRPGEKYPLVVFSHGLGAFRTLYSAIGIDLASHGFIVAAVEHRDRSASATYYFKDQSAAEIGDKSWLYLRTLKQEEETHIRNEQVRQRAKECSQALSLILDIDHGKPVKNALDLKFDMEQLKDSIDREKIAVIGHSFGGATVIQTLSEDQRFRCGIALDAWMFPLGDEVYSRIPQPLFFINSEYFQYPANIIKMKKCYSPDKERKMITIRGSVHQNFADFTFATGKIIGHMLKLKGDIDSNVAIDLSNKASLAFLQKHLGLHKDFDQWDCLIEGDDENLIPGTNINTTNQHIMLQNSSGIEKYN
PAFAH2 FP inh: PAFAH2 enzyme inhibitors, primary screen, biochemical, fluorescence polarization, human. Platelet-activating factor acetylhydrolase 2, cytoplasmic (Homo sapiens), Q99487. recombinant PAFAH2, FP-rhodamine activity probe. inhibition, % at 3.39 µM. 340,000 tested, 0.99% active. AID 492956, 2010;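 active = inhibition above the mean over all tested compounds plus 3 SD, cut at about 30% in these data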;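 also: inhibitors block probe labeling of enzyme so polarization drops; 0% = enzyme with DMSO and 100% = wells lacking PAFAH2 protein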
The depositor's hits bear a star; nt = no result given. A portion of the library; count on the stated rates, not on these rows.

Field names: A = LYPLA2 counter; B = LYPLA1 counter; C = PAFAH1B2 inh; D = ZTA DNA inh; E = EBNA-1 inhibitor; F = PREPL inhibitor; G = PAFAH1B3 FP inh; H = pPAFAH inh; I = PAFAH2 FP inh
> C=CCNC(=S)NNC(=O)c1csc(C)c1C
  A: 4	B: 5	C: 3	D: 3	E: -11	F: 9	G: 8	H: 3	I: 2

> O=C(NCc1cccnc1)C1CC(=O)N(c2ccc(Cl)cc2)C1 (centres undefined)
  A: 12	B: -1	C: 1	D: -16	E: 5	F: 7	G: 17	H: -2	I: 3

> Cc1cc(S(=O)(=O)N2CCN(C(=O)CCC(=O)N3CCOCC3)CC2)ccc1Br
  A: -1	B: 0	C: 7	D: 6	E: -3	F: 11	G: 2	H: 1	I: 1

> O=C(Nc1ccc(N2CCOCC2)cc1N1CCOCC1)c1ccc(Cl)cc1
  A: 3	B: -5	C: -7	D: -3	E: -3	F: 13	G: 7	H: 0	I: 2

> Cc1ccc(NC(=O)C2CCN(S(=O)(=O)c3ccc4c(c3)C(C)(C)C(=O)N4C)CC2)c(C)c1
  A: 4	B: 1	C: 4	D: -3	E: -13	F: 5	G: -3	H: 3	I: -6

> CN1C(=O)NC(NC(=O)c2ccco2)(C(F)(F)F)C1=O (centres undefined)
  A: 1	B: 1	C: -1	D: 10	E: 7	F: 7	G: 2	H: 2	I: 1

> O=c1cc(-c2ccco2)oc2c1ccc1ccccc12
  A: 4	B: 0	C: 1	D: 4	E: -2	F: 3	G: 5	H: 7	I: 12

> CC(O)CNc1nc2ccccc2n1CC(=O)N1CCN(Cc2ccccc2)CC1 (centres undefined)
  A: -2	B: 2	C: 4	D: 1	E: 0	F: 1	G: 5	H: 1	I: -3

> Cc1cccc(N(C(=O)Cn2nnc3ccccc32)C(C(=O)NC(C)(C)C)c2ccsc2)c1C (centres undefined)
  A: 1	B: 6	C: 2	D: -2	E: -16	F: 14	G: 2	H: -2	I: 1

> COc1ccc(NC(=O)CN2CCN(CC(=O)Nc3ccc(F)cc3)CC2)c(OC)c1
  A: 2	B: 3	C: 3	D: 7	E: -2	F: 7	G: 3	H: -1	I: 1

> Cc1nnc(SCc2ccc(Cl)cc2)nc1/C=C/N(C)C
  A: -7	B: -2	C: 14	D: 19	E: 6	F: 30	G: 15	H: 7	I: 0

> Nc1ncnc(NCc2ccccc2)c1[N+](=O)[O-]
  A: 6	B: 0	C: -4	D: 15	E: -2	F: 1	G: -1	H: 0	I: 11

> CCCc1c(C(=O)NNc2cccc(Cl)c2)cnn1-c1ccccc1
  A: -1	B: 2	C: 1	D: 0	E: -4	F: 8	G: -1	H: -3	I: 0

> O=C(CSc1ncnc2c1cnn2-c1ccccc1)NCC1CCCO1 (centres undefined)
  A: -2	B: -1	C: 2	D: -9	E: 7	F: 4	G: 4	H: 2	I: -1

> Cc1oc2c(C)c(O)ccc2c(=O)c1-c1cnn(-c2ccccc2)c1
  A: 0	B: -3	C: -5	D: 11	E: -12	F: 0	G: -5	H: 0	I: -2

Other entries
Field names: A = LYPLA2 counter; B = LYPLA1 counter; C = PAFAH1B2 inh; D = ZTA DNA inh; E = EBNA-1 inhibitor; F = PREPL inhibitor; G = PAFAH1B3 FP inh; H = pPAFAH inh; I = PAFAH2 FP inh
> CCCc1cc(=O)n2[nH]c(C(F)(F)F)nc2n1
  A: -4	B: -5	C: 6	D: 11	E: -7	F: -4	G: 4	H: 2	I: 2

> C/C(=N\NC(=O)Cc1ccc(Cl)cc1)c1ccccc1O
  A: 2	B: -2	C: 11	D: 1	E: -4	F: 5	G: 5	H: 5	I: 6

> Cc1ccc2oc(=O)c3cnn(CC(=O)Nc4cc(-c5cccc(F)c5)no4)c3c2c1
  A: 2	B: 1	C: 2	D: 19	E: 6	F: 14	G: -6	H: 4	I: 4

> CC1(c2ccc(OC(F)F)cc2)NC(=O)N(CC(=O)Nc2ccc(OC(F)F)cc2)C1=O (centres undefined)
  A: -11	B: -5	C: 1	D: 5	E: 14	F: 0	G: 2	H: 3	I: -7

> COc1cc(O)c(C(CC(=O)N2CCCC(C)C2)c2ccc(N(C)C)cc2)c(OC)c1 (centres undefined)
  A: 5	B: -3	C: 4	D: 4	E: 4	F: 20	G: 6	H: 9	I: -5

> O=C(Nc1cccc2ccccc12)c1cnccn1
  A: 6	B: 3	C: 4	D: 6	E: 5	F: 7	G: -3	H: 3	I: -7

> O=C1C2CC=CCC2C(=O)N1CC(=O)N(Cc1ccccc1)C1CCS(=O)(=O)C1 (centres undefined)
  A: -2	B: 1	C: 1	D: 7	E: 20	F: 7	G: 0	H: 2	I: -2

> Cc1ccc(-c2csc(NC(=O)CN3CCOCC3)n2)cc1
  A: 0	B: 2	C: 2	D: 3	E: -12	F: 1	G: -3	H: -2	I: 4

> Cc1[nH]nc(Nc2ccc(C(C)C)cc2)c1[N+](=O)[O-]
  A: 2	B: -1	C: 11	D: 10	E: -1	F: -40	G: 3	H: 3	I: 4

> CC(C)NC(=O)Nc1cccc2c1O[C@H](CN(C)C(=O)NC(C)C)[C@@H](C)CN([C@H](C)CO)C2=O
  A: nt	B: nt	C: 7	D: nt	E: nt	F: 24	G: 14	H: -2	I: 7

> COc1ccc(C(=O)N/C(=C\c2cccc3ccccc23)C(=O)N2CCN(C)CC2)cc1OC
  A: 6	B: 3	C: -3	D: -4	E: 3	F: -12	G: 0	H: -4	I: -6

> Cc1nnc(-c2cnn(C)c2N)n1Cc1cccc(Cl)c1
  A: -4	B: 3	C: -2	D: 12	E: 13	F: -13	G: -2	H: -6	I: 4

> COc1ccc(N2CCN(C(=S)Nc3cccc(C)c3)CC2)cc1
  A: 8	B: 5	C: -2	D: 14	E: 12	F: 7	G: -1	H: -3	I: -14

Nine successive compounds from above:
Field names: A = LYPLA2 counter; B = LYPLA1 counter; C = PAFAH1B2 inh; D = ZTA DNA inh; E = EBNA-1 inhibitor; F = PREPL inhibitor; G = PAFAH1B3 FP inh; H = pPAFAH inh; I = PAFAH2 FP inh
> Cc1ccc2oc(=O)c3cnn(CC(=O)Nc4cc(-c5cccc(F)c5)no4)c3c2c1
  A: 2	B: 1	C: 2	D: 19	E: 6	F: 14	G: -6	H: 4	I: 4

> CC1(c2ccc(OC(F)F)cc2)NC(=O)N(CC(=O)Nc2ccc(OC(F)F)cc2)C1=O (centres undefined)
  A: -11	B: -5	C: 1	D: 5	E: 14	F: 0	G: 2	H: 3	I: -7

> COc1cc(O)c(C(CC(=O)N2CCCC(C)C2)c2ccc(N(C)C)cc2)c(OC)c1 (centres undefined)
  A: 5	B: -3	C: 4	D: 4	E: 4	F: 20	G: 6	H: 9	I: -5

> O=C(Nc1cccc2ccccc12)c1cnccn1
  A: 6	B: 3	C: 4	D: 6	E: 5	F: 7	G: -3	H: 3	I: -7

> O=C1C2CC=CCC2C(=O)N1CC(=O)N(Cc1ccccc1)C1CCS(=O)(=O)C1 (centres undefined)
  A: -2	B: 1	C: 1	D: 7	E: 20	F: 7	G: 0	H: 2	I: -2

> Cc1ccc(-c2csc(NC(=O)CN3CCOCC3)n2)cc1
  A: 0	B: 2	C: 2	D: 3	E: -12	F: 1	G: -3	H: -2	I: 4

> Cc1[nH]nc(Nc2ccc(C(C)C)cc2)c1[N+](=O)[O-]
  A: 2	B: -1	C: 11	D: 10	E: -1	F: -40	G: 3	H: 3	I: 4

> CC(C)NC(=O)Nc1cccc2c1O[C@H](CN(C)C(=O)NC(C)C)[C@@H](C)CN([C@H](C)CO)C2=O
  A: nt	B: nt	C: 7	D: nt	E: nt	F: 24	G: 14	H: -2	I: 7

> COc1ccc(C(=O)N/C(=C\c2cccc3ccccc23)C(=O)N2CCN(C)CC2)cc1OC
  A: 6	B: 3	C: -3	D: -4	E: 3	F: -12	G: 0	H: -4	I: -6
